PERK inhibitor – block of dimerizer-induced PERK translation repression, primary screen, PERK inhibitor project, CHO PERK-DD cells, SEAP luminescence, HTS. CHO PERK-DD fusion, SEAP luminescence translation reporter. inhibition, % at 5.6 µM. hit rate 0.17% among 220,000. AID 1416, 2008;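 active means inhibition above the mean inhibition of all tested compounds plus 3 SD, set separately per screening campaign, cut at about 2.9% in these data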;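 further: PERK kinase domain activated by AP20187 dimerizer at 100 nM; 0% = DMSO with dimerizer and 100% = rapamycin at 8.4 µM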
EP2 mod – EP2 receptor modulators, cAMP readout, primary screen, cell-based, HTRF cAMP, PGE2 stimulation; Prostaglandin E2 receptor EP2 subtype (Homo sapiens), P43116; EP2-expressing cells, cAMP HTRF FRET, PGE2 co-stimulation; induction, % at 25 µM; hit rate 0.83% among 260,000; AID 940, 2007;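 active means compounds whose cAMP rise, as percent of the full-agonist control response, exceeds 60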;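 further: rat C6 glioma line stably carrying human EP2 under a CMV promoter; the protocol text gives 20 µM as final concentration; 100% = response of wells given 1 µM PGE2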
Target sequence (P43116 whole entry, looked up): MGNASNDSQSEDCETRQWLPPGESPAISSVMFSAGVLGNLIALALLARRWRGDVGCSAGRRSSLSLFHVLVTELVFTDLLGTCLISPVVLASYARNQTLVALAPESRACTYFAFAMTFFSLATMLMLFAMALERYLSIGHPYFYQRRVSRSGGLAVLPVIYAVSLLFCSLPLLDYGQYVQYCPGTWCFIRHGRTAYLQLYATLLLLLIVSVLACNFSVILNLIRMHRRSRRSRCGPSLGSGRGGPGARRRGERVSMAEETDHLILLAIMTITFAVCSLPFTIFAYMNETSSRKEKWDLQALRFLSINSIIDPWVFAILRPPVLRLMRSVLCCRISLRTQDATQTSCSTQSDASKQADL
BaF3 parental – parental Ba/F3 cell viability inhibition, counter-screen for JAK2V617F inhibitor project, murine pro-B, CellTiter-Glo luminescence. CellTiter-Glo ATP luminescence. inhibition, % at 5.6 µM. hit rate 1.1% among 220,000;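 active means inhibition above a per-campaign cutoff, the mean inhibition of all tested compounds plus 3 SD, cut at about 27% in these data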;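 further: 0% = DMSO wells and 100% = JAK Inhibitor I control wells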
TRPML3 agonist – human TRPML3 channel agonists, primary screen, cell-based, HEK293 TRPML3-YFP, Fluo-8 calcium fluorescence, 3 µM. 100% = the carbachol control signal. activation, % at 3 µM. hit rate 0.29% among 220,000. AID 1448, 2008;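 active means activation above its plate's cutoff, the mean activation of the plate's test wells plus 3 SD, cut at about 12% in these data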;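 further: 0% = DMSO only wells and 100% = carbachol wells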
Target sequence (Q8TDD5 whole entry, looked up): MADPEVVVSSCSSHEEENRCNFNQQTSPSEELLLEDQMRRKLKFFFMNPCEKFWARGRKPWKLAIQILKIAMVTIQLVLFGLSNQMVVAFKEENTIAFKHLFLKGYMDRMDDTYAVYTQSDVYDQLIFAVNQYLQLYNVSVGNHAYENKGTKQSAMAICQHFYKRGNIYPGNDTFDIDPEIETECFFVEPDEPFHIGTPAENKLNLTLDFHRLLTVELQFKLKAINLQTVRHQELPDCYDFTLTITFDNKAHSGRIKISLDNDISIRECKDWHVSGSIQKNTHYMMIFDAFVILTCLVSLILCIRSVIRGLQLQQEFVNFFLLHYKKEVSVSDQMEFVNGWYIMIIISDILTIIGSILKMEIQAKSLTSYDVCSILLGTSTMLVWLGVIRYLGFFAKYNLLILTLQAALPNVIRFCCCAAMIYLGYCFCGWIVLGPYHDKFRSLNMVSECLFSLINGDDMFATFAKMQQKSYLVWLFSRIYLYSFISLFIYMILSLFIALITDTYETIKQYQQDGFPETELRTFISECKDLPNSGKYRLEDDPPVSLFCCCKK
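Test system – HEK293 line with stable expression of human TRPML3-YFP channel · Control set – carbachol 87 µM final as high control (100%), DMSO as low control (0%) · Signal – Fluo-8 calcium dye fluorescence, ex 470-495, em 515-575 nm · Incubation – 1-h 37 °C dye load, 5-s basal, 120-s post-compound reads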
Ba/F3 V617F tox – reduced viability of JAK2V617F-dependent Ba/F3 cells, primary screen, JAK2V617F inhibitor project, cell-based, Ba/F3 EpoR-JAK2V617F, luminescence. hit rate 1.1% among 220,000. ATP luminescence. AID 1446, 2008. inhibition, % at 5.6 µM;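 active means inhibition above the campaign mean plus 3 SD over all tested compounds, cut at about 24% in these data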;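 further: cytokine-independent growth of Ba/F3 cells driven by EpoR plus mutant JAK2; 0% = DMSO-treated cells and 100% = JAK inhibitor I control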
zfTRPN1 agonist – zebrafish TRPN1 channel agonists, primary screen, cell-based, HEK293, calcium fluorescence; activation, % at 3 µM; HEK293 zebrafish TRPN1-YFP, Fluo-8 calcium fluorescence; 100% = response to 87 µM carbachol; hit rate 0.18% among 220,000; transient receptor potential cation channel N1 (TRPN1/NompC), Danio rerio;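 active means activation above its plate's cutoff, the mean activation of test wells on that plate plus 3 SD, cut at about 19% in these data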;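 further: 0% = DMSO alone and 100% = 87 µM carbachol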
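System: zebrafish TRPN1-YFP in HEK293 cells / Dosing: 3 µM single point / Timing: dye loading 1 h at 37 °C, then 30 min room temperature / Signal: Fluo-8 calcium fluorescence, excitation 470-495 nm, emission 515-575 nm / Read-out basis: percent activation from peak over basal fluorescence ratio, control-normalized / Control set: high carbachol 87 µM, low DMSO alone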
S1P4 agonist – S1P4 receptor agonists, primary screen, cell-based; activation, % at 4.98 µM; hit rate 0.35% among 220,000; S1P4-expressing cell line, agonist reporter assay; AID 1509, 2009; in the data active means activation above about 11%;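 further: 0% = DMSO vehicle and 100% = reference agonist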
S1P4 antag – S1P4 receptor antagonists, primary screen, cell-based. Sphingosine 1-phosphate receptor 4 (Homo sapiens), O95977. S1P4-expressing cells, antagonist mode, reporter read-out. inhibition, % at 4.98 µM. hit rate 0.26% among 220,000; in the data active means inhibition above about 29%;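 further: 0% = wells stimulated with agonist and 100% = vehicle wells without agonist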
Calpain2 inh – inhibitors of pig calpain II, primary screen, biochemical, fluorogenic peptide substrate, 1536-well. hit rate 0.37% among 220,000. purified calpain II, 30 min. inhibition, % at 16 µM;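 active means inhibition above about 50%, limit read from the data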
Starred values were filed as active, the others as inactive; i = inactive; . = not tested or not shown; & = joins results of further samples. No enrichment for hits, and some 3.6% of all compounds hit somewhere here.

Start of the data: the first 4 entries, to show the layout:
SMILES | PERK inhibitor | EP2 mod | BaF3 parental | TRPML3 agonist | Ba/F3 V617F tox | zfTRPN1 agonist | S1P4 agonist | S1P4 antag | Calpain2 inh
Cc1ccc(-c2csc(NC(=O)C3CC=CCC3C(=O)O)c2C(=O)OC(C)C)cc1 (configuration not stated) | 1.4 | 23 | 3 | 0.0 | 2 | -0.7 | -1.5 | 2 | 11
O=C(Nc1ccc2c(c1)OCO2)C1CCCN(S(=O)(=O)Cc2ccccc2)C1 (configuration not stated) | -1.7 | -8 | 5 | -0.5 | -1 | -0.5 | 2.0 | -7 | -69
Cc1ccc(C(=O)CSc2nc(C)cc(C)c2C(N)=O)cc1 | 0.6 | 22 | 8 | 0.1 | -3 | 0.1 | -0.6 | -6 | 13
O=C(O)c1cc(-c2ccc(/C=N/NC(=S)Nc3ccccc3)o2)ccc1Cl | -0.5 | -15 | -2 | 0.3 | -3 | 0.4 | -0.5 | 0 | -33

Main list (from the top)
SMILES | PERK inhibitor | EP2 mod | BaF3 parental | TRPML3 agonist | Ba/F3 V617F tox | zfTRPN1 agonist | S1P4 agonist | S1P4 antag | Calpain2 inh
Cc1ccc(-c2csc(NC(=O)C3CC=CCC3C(=O)O)c2C(=O)OC(C)C)cc1 (configuration not stated) | 1.4 | 23 | 3 | 0.0 | 2 | -0.7 | -1.5 | 2 | 11
O=C(Nc1ccc2c(c1)OCO2)C1CCCN(S(=O)(=O)Cc2ccccc2)C1 (configuration not stated) | -1.7 | -8 | 5 | -0.5 | -1 | -0.5 | 2.0 | -7 | -69
Cc1ccc(C(=O)CSc2nc(C)cc(C)c2C(N)=O)cc1 | 0.6 | 22 | 8 | 0.1 | -3 | 0.1 | -0.6 | -6 | 13
O=C(O)c1cc(-c2ccc(/C=N/NC(=S)Nc3ccccc3)o2)ccc1Cl | -0.5 | -15 | -2 | 0.3 | -3 | 0.4 | -0.5 | 0 | -33
Cc1ccc(NC(=O)C2c3ccccc3Oc3ccccc32)c(C)c1 | 0.2 | 21 | 3 | 0.0 | 5 | -1.3 | 1.1 | -2 | 21
COc1cccc(OC)c1OCCCSc1nc(C)cc(=O)[nH]1 | 0.0 | 9 | 0 | 0.5 | 1 | -0.4 | -1.8 | 1 | -14
COc1cccc(C(C(=O)NCc2ccco2)N(C(=O)Cn2nnc3ccccc32)C2CC2)c1OC (configuration not stated) | -1.5 | 23 | 8 | -0.4 | 7 | 1.4 | 0.5 | -7 | -11
O=C(O)c1cccc(-n2c(O)c(C=C3N=c4ccccc4=N3)sc2=S)c1 | 1.1 | -3 | 0 | 0.8 | 2 | 1.2 | 1.4 | 11 | -12
O=C(Cn1cnc2ccccc2c1=O)N1CCN(c2ccc(F)cc2)CC1 | 0.3 | -32 | 5 | 0.9 | -3 | 0.2 | 1.0 | -7 | -6
Cc1ccc(C(=O)NCCSCc2ccc(Cl)cc2Cl)cc1[N+](=O)[O-] | 0.1 | -64 | 3 | -0.3 | -4 | -1.5 | 1.4 | 0 | 20
Cc1ccc(O)c(N=NC2=C(O)CC(C)(C)CC2=O)c1 | 0.8 | 6 | 4 | 0.9 | 10 | 0.9 | -1.4 | -15 | 29
CCOC(=O)c1ccc(NC2c3ccccc3C(=O)N2c2ccc(C)cn2)cc1 (configuration not stated) | -0.3 | 18 | 8 | 0.4 | 3 | 0.1 | -3.5 | 3 | -4
COc1cccc(-c2nc3ccccc3c(=O)o2)c1 | 0.0 | 18 | 1 | -0.2 | -4 | -1.0 | 2.9 | -16 | 1
Cc1ccc(S(=O)(=O)/N=C(\c2ccccc2)N(C)S(=O)(=O)c2ccccc2)cc1 | 0.1 | 46 | 5 | 0.8 | 0 | 0.7 | -0.4 | -13 | 19
O=C(CCS(=O)(=O)Cc1ccccc1)NCC1CCCO1 (configuration not stated) | 0.2 | 16 | 1 | 0.1 | 2 | 3.0 | -1.4 | -24 | -11
COC(=O)c1nnn(-c2ccc(Cl)c(Cl)c2)c1C(=O)OC | 0.3 | 6 | 3 | 0.0 | -2 | 1.6 | 0.6 | -9 | -7
Nc1cc(N)nc(SCCOc2ccccc2)n1 | 1.1 | -2 | 2 | 0.1 | -3 | 1.1 | 1.2 | -16 | 13
Cc1cc(C)n(C(=O)CCNC(=O)c2ccccc2Cl)n1 | 0.7 | -30&25 | 3 | 0.1 | 0 | 0.3 | 0.8 | -8 | 8
CCn1cc(C(=O)Nc2cc3c(cc2NC(C)=O)OCCO3)c(=O)c2ccc(C)nc21 | 0.3 | . | 6 | 0.9 | 4 | 0.5 | -1.2 | -5 | .
COc1cccc(C(C(=O)NC2CCCC2)N(Cc2ccco2)C(=O)c2ccco2)c1OC (configuration not stated) | -0.9 | 27 | -2 | 0.1 | -2 | 0.1 | -3.0 | -10 | 15
COc1ccc(C(C)=O)cc1CSc1nncn1C | 0.6 | 17 | 2 | 0.5 | 2 | 1.7 | 0.9 | -6 | -1
COc1ccc(CC(=O)NCc2nnc(SCC(=O)Nc3ncc(C)s3)n2C)cc1 | 0.3 | 8 | 7 | 0.5 | -2 | 0.0 | 1.3 | 7 | -7
CCOC(=O)C(NC(=O)c1ccccc1)(Nc1cc(C)on1)C(F)(F)F (configuration not stated) | -0.4 | 11 | 1 | 0.0 | -3 | 0.9 | -0.3 | -11 | 18
N#CCSCC(=O)Nc1ccc(F)cc1 | 0.0 | 5 | 2 | 1.1 | 4 | 0.2 | -0.3 | -2 | -7
Nc1ccc(S(=O)(=O)Nc2ccc(Cl)nn2)cc1 | 0.6 | 15&16 | 3 | 2.2 | -1 | 0.7 | 1.1 | 4 | -12
CN(C(=O)COc1nnc(-c2cccs2)c(-c2cccs2)n1)c1ccccc1 | -0.8 | 20 | 7 | -0.5 | 4 | 0.5 | -1.5 | -5 | -10
COc1ccc(C)cc1NC(=O)CCC(=O)Nc1nnc(C(F)(F)F)s1 | 0.7 | 30 | 5 | 0.1 | 5 | 0.8 | -3.0 | 3 | 9
Cc1ccc(N2CCN(S(=O)(=O)N3CCCCC3)CC2)c(C)c1 | 0.9 | -31 | 0 | 37* | -4 | 0.1 | 0.6 | 2 | 28
NC(=O)c1oc2ccc(Cl)cc2c1N | -0.9 | -25 | 0 | 0.2 | -2 | 0.2 | -1.6 | 2 | i
Nc1cc(=O)[nH]c(SCC(=O)Nc2ccccc2-c2ccccc2)n1 | 0.6 | 34 | 0 | 0.6 | 2 | 1.3 | -0.5 | -4 | -11
COc1cc(/C=C/c2ccc3cccc([N+](=O)[O-])c3n2)ccc1OCC(=O)O | 1.6 | 73* | 6 | 0.1 | 0 | -0.5 | 2.2 | -9 | -5
N=C1c2ccccc2CN1NC(=O)c1cccc(S(=O)(=O)N2CCOCC2)c1 | 0.7 | 14 | 1 | 1.2 | 7 | 2.6 | -0.2 | -17 | 10
CCOC(=O)C1(CC2CCCCO2)CCN(S(=O)(=O)c2c(C)nn(C)c2C)CC1 (configuration not stated) | -0.3 | 16 | 3 | 0.6 | -4 | 1.2 | 3.3 | -1 | -17
O=C(Cc1ccccc1)NC1CCN(S(=O)(=O)c2ccc(C(=O)O)cc2)CC1 | 0.3 | 17 | 2 | 0.2 | 4 | 0.7 | 1.3 | -6 | 2
COc1ccc(N=Nc2ccc(O)c(P(=O)(c3ccccc3)c3ccccc3)c2)cc1 | -0.1 | 25 | -6 | 0.1 | -1 | -0.1 | -1.8 | 5 | 7
CCCN1C(=O)c2ccccc2NC1c1ccc(OC)c(CSc2ccccn2)c1 (configuration not stated) | -0.5 | 22 | 0 | -0.4 | -2 | -3.0 | 1.7 | -14 | -358
Cc1cc(OC(=O)C(c2ccccc2)c2ccccc2)c([N+](=O)[O-])c(=O)[nH]1 | 1.0 | 40 | 7 | 0.3 | -4 | -0.3 | 0.3 | -9 | 15
Clc1ccc(OCCOCCN2CCc3ccccc3C2)c(Cl)c1 | 0.2 | -12 | 3 | 0.7 | -2 | -1.7 | -1.8 | -6 | 16
COc1cc(/C=C/C(=O)O)ccc1OS(=O)(=O)c1ccc(C)cc1 | -0.5 | 13 | 0 | 1.3 | 0 | 1.9 | 0.2 | -7 | -11
O=C(Nc1ccccc1)C1CC=CCC1C(=O)OCC1CCCO1 (configuration not stated) | 1.4 | 24 | -2 | -0.5 | -5 | 0.3 | 0.9 | -5 | -18
Nc1ccccc1SC1CC(=O)N(c2ccc(Cl)c(Cl)c2)C1=O (configuration not stated) | -0.1 | -40 | 4 | 0.5 | -1 | 1.8 | 0.3 | 18 | -12
COc1ccc(NC(=O)Cn2nnc(C(=O)NCc3ccco3)c2N)c(OC)c1 | -0.3 | 7 | 3 | 0.3 | 2 | -0.8 | 0.3 | -9 | 17
COC(=O)c1sc(NC(=O)c2c(F)cccc2F)c(C#N)c1C | 1.1 | -22 | 4 | 2.0 | 4 | 4.4 | 0.6 | -18 | 3
CCOC(=O)C1CCN(C(=O)c2cc3c(-c4ccc(OC)c(OC)c4)nn(C)c3s2)CC1 | -0.7 | -10 | -1 | -1.8 | -1 | -1.2 | -0.7 | -10 | -21
COc1ccccc1N(CC(=O)N(CC(C)C)CC(C)C)S(=O)(=O)c1cccs1 | -1.3 | 33 | -2 | -0.2 | 3 | -2.0 | 2.4 | -6 | 28
Clc1ccc(-c2c[n+](Cc3ccc(Br)cc3)c3n2CCCCC3)cc1 | -1.8 | -27 | 69* | -0.5 | 62* | -1.0 | -0.2 | -8 | -1
CCCn1c(SCC(=O)NCCc2ccccc2)nnc1-c1cccnc1 | -0.8 | 18&14 | 0 | 1.2 | -3 | 0.7 | 0.8 | 4 | 22
Cc1cccc(-c2cnn(-c3cccc([N+](=O)[O-])c3)c2N)c1 | 1.1 | -74 | 10 | 1.4 | 4 | -0.4 | 0.1 | -8 | 42
CC(O)CNCCCOc1ccccc1OCc1ccccc1 (configuration not stated) | -0.1 | -2 | 5 | 1.0 | -3 | 0.8 | 0.2 | -1 | 4
O=C(CCNS(=O)(=O)c1c(Cl)cccc1Cl)OCC(=O)c1ccccc1 | 0.4 | -25 | 5 | 0.2 | -2 | -1.4 | 2.3 | -19 | 4
Cc1cccc(C)c1N1CCc2cn[nH]c21 | -0.3 | 13 | -1 | -0.5 | 4 | -0.4 | -1.9 | 3 | 17
CCc1ccc(C2C(C#N)=C(N)SC(N)=C2C#N)cc1 | 0.7 | 14 | 6 | 0.9 | 5 | 1.8 | 0.0 | 11 | -7
COc1ccc(OCC(=O)OCC(=O)NCc2ccc(F)cc2)cc1 | 1.9 | 0 | 2 | -0.4 | -5 | 0.1 | -1.4 | 0 | 8
